Screening data as filed in PubChem.
Mtb RmlCD inh: M. tuberculosis RmlC/RmlD coupled enzyme inhibitors, primary screen, biochemical, compound mixtures, 384-well, from 1536-well plates; dTDP-4-dehydrorhamnose reductase (Mycobacterium tuberculosis (strain ATCC 25618 / H37Rv)) …; RmlC+RmlD coupled enzyme assay, percent inhibition; primary screen in compound mixtures; inhibition, % at 3.6 µM; 160,000 tested, 0.03% active; AID 1533, 2009; in the data active means inhibition mostly above about 34%, no sharp cut-off; inconclusive means no clear call, values can overlap the other calls; inactive means mostly below about 22%; further: some results filed as inactive read as strong as hits
Target sequence (P9WH09 whole entry, looked up): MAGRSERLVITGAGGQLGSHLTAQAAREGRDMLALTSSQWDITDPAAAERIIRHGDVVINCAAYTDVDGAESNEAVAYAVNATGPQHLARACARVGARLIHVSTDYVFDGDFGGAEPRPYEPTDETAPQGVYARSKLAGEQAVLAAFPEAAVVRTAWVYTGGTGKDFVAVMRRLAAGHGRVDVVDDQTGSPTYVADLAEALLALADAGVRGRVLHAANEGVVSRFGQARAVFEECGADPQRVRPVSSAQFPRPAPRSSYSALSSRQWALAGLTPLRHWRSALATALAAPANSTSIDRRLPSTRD
Target sequence (P9WH11 whole entry, looked up): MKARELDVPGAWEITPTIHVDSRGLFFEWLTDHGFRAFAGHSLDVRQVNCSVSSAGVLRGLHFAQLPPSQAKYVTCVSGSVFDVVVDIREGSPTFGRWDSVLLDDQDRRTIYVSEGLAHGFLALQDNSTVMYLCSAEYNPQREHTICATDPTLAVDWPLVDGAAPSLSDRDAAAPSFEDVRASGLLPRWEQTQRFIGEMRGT
GlmU inhibition: inhibition of mycobacterial GlmU enzyme – biochemical, glucosamine-1-phosphate acetyltransferase (AID 1376); Bifunctional protein GlmU (Mycobacterium tuberculosis (strain ATCC 25618 / H37Rv)); M. tuberculosis GlmU acetyltransferase enzyme assay; higher % means a stronger effect; inhibition, %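 (tested at 30 µM in the primary screen)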; hits with a dose series show IC50 in µM; 220,000 tested, 0.25% active; in the data active means inhibition above about 13%; inconclusive means no clear call, values can overlap the other calls;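 further: 0% = complete reaction with vehicle and 100% = reaction without substrate; strong numbers were not always called active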
Active calls of the source: *; ? = inconclusive; / = not tested or not shown. Only part of the results is shown; rates above refer to the full screens.

SMILES	Mtb RmlCD inh	GlmU inhibition
O=C(Cn1ncc2c1-c1ccccc1OC2)N1CCN(c2ccccn2)CC1	5.9	-5.3%
CCCOc1cccc(C(=O)Nc2ccc(Br)cc2F)c1	-4.4	5.6%
CC1=NN(c2ccc(Br)cc2)C(=O)/C1=C/c1cccs1	7.9	-2.8%
Cc1ccc(C(=O)O)cc1NC(=S)NC(=O)c1ccc([N+](=O)[O-])c(C)c1	9.6	-1.0%
COC(=O)C(C(=O)OC)C(C[N+](=O)[O-])c1ccc(O)c(OC)c1 (stereo unspecified)	/	4.0%
Cc1nonc1C(=O)N/N=C/c1ccc(O)cc1	-1.5	-2.0%
COc1ccc(-c2cc(C(=O)N3CCN(c4ccccc4)CC3)c3ccccc3n2)cc1OC	7.9	1.6%
Cc1ccc(/C=N/N(Cc2ccccc2)c2ccccc2)o1	-7.0	0.9%
O=C(NCCN1CCN(c2ccccc2F)CC1)C1CCCN(S(=O)(=O)c2cnc[nH]2)C1 (stereo unspecified)	6.4	/
O=C(NCCN1CCOCC1)c1cnn2c1NC(c1cccs1)CC2C(F)(F)F (stereo unspecified)	-13.9	-2.1%
Cc1ccc(N2CCN(C(=S)c3ccc(N(C)C)cc3)CC2)cc1	/	0.1%
COc1ccccc1Nc1nc2ccccc2n1C	-4.5	-2.7%

A few values from above:
GlmU inhibition, COC(=O)C(C(=O)OC)C(C[N+](=O)[O-])c1ccc(O)c(OC)c1 (stereo unspecified) = 4.0%
Mtb RmlCD inh, O=C(Cn1ncc2c1-c1ccccc1OC2)N1CCN(c2ccccn2)CC1 = 5.9
Mtb RmlCD inh, Cc1ccc(/C=N/N(Cc2ccccc2)c2ccccc2)o1 = -7.0
GlmU inhibition, Cc1ccc(N2CCN(C(=S)c3ccc(N(C)C)cc3)CC2)cc1 = 0.1%

Next section:
SMILES	Mtb RmlCD inh	GlmU inhibition
COc1cccc(N=Cc2c(O)n(Cc3ccco3)c(=O)[nH]c2=O)c1	4.2	1.1%
CCN(CC)C(=O)CSc1nc2ccccc2n1CC(=O)N1CCN(c2ccccc2OC)CC1	/	5.1%
CC(NS(=O)(=O)c1ccc(Br)cc1)C(c1cccs1)N1CCN(C)CC1 (stereo unspecified)	9.2	5.7%
O=C(Cn1c(CO)nc2ccccc21)Nc1cc(C(F)(F)F)ccc1N1CCOCC1	-2.8	2.4%
c1cncc(C(c2nnnn2C2CCCC2)N2CCN(Cc3ccc4c(c3)OCO4)CC2)c1 (stereo unspecified)	6.9	-3.2%
Cn1c(=O)c2c(nc(NCc3ccco3)n2Cc2ccccc2Cl)n(C)c1=O	/	0.1%
COc1ccccc1NC(=O)c1cn(C)c(=O)c2cc(OC)c(OC)cc12	6.5	2.7%
CN(Cc1cc(=O)n2ccsc2n1)Cc1nc2ccccc2c(=O)[nH]1	6.0	-3.1%
Cc1cc(C)nc(N/N=C/c2ccccc2OCc2ccc([N+](=O)[O-])cc2)n1	-5.1	-5.9%
Cc1ccc(Cl)cc1Nc1nc(-c2sc(NC(=O)c3ccco3)nc2C)cs1	-51.1	-2.8%
COc1cc(/C=N/N(C)c2ccccc2)ccc1O	/	-1.6%
COc1ccccc1NC(=O)c1ccc(Br)o1	/	-1.9%
CCC(=O)NC(=S)Nc1ccc(N2CCN(C(=O)c3ccc(Cl)cc3)CC2)cc1	9.6	-0.3%
O=C(Nc1ccc2nc(-c3ccccn3)[nH]c2c1)C1CCCCC1	-8.3	5.1%
Cc1cccc(NC(=S)N(Cc2ccco2)C(C)c2cccs2)c1 (stereo unspecified)	5.2	-1.0%
C=C1C(=O)[C@@]23C[C@H]4[C@@H]5[C@@]6(C)CCC[C@@]57[C@@H]2[C@@H](O)[C@@H]1C[C@H]3[C@H]7N4C6	/	1.7%
COc1cc2c(C(=O)N3CCN(C)CC3)c(C)n(-c3ccccc3)c2cc1Br	13.0	-14.0%
CC(=O)c1c(C(C)=O)c(C)n(-c2nc(-c3cccs3)c(C)s2)c1C	-3.8	5.6%
CCOc1ccc(C(=O)OC2CC3CCC(C2)N3C)cc1 (stereo unspecified)	68.2	-9.5%
Cc1ccc(Nc2c(F)c(F)c(F)c(F)c2C(=O)O)c(C)c1	11.1	3.6%
Cc1ccccc1OCCNC(=O)/C=C/c1ccccc1	/	1.2%
Cc1nc(C)c(C(=O)C2=C(O)C(=O)N(CCN3CCOCC3)C2c2cccs2)s1 (stereo unspecified)	/	-3.2%
CC(C)c1ccc(NC(=O)c2csnn2)cc1	/	7.8%
COc1ccc(OC)c(NC(=O)NNC(=O)CCCOc2ccc(Cl)cc2C)c1	/	1.9%
O=C(COc1ccccc1)N(Cc1ccco1)C1CCS(=O)(=O)C1 (stereo unspecified)	10.5	2.4%
CCOC(=O)C(CC)Sc1ncnc2c1nnn2-c1ccc(F)cc1 (stereo unspecified)	/	-2.0%
COc1ccccc1N1CCN(C(CNC(=O)Oc2ccccc2)c2cccnc2)CC1 (stereo unspecified)	-0.3	-0.9%
Cc1ccc(NS(=O)(=O)c2ccc(N3CCN(c4ccc(O)cc4)CC3)c([N+](=O)[O-])c2)c(C)c1	9.0	-7.1%
COc1cc(C(c2sc3nc(C)nn3c2O)N2CC(C)OC(C)C2)cc(OC)c1OC (stereo unspecified)	-7.1	-3.0%
COc1ccc(C2CC(c3ccccc3OC(=O)/C=C/c3ccccc3)=NN2C(C)=O)cc1 (stereo unspecified)	0.4	-0.7%
Cc1ccc(N=C2NC(=O)/C(=C\c3ccsc3)S2)c(C)c1	/	8.3%
Nc1nnnn1CC(=O)N/N=C/c1cc([N+](=O)[O-])ccc1O	2.9	1.8%
O=C(Nc1ccccc1)c1cc(N2CCOCC2)nc2ccccc12	-14.1	-3.1%
Cc1cc(Cl)ccc1OC(C)C(=O)NCCCn1ccnc1 (stereo unspecified)	8.7	2.1%
CCOC(=O)c1[nH]c2ccccc2c1NC(=O)CC(C)(C)C	12.2	-4.0%
NCCCN1CCN(c2ccccc2)CC1	/	-2.8%

Reprinted at random: two records from the list.
SMILES	Mtb RmlCD inh	GlmU inhibition
CCOC(=O)C(CC)Sc1ncnc2c1nnn2-c1ccc(F)cc1 (stereo unspecified)	/	-2.0%
NCCCN1CCN(c2ccccc2)CC1	/	-2.8%

(next part)
SMILES	Mtb RmlCD inh	GlmU inhibition
OCCCNC(c1ccccc1)c1ccc(O)cc1 (stereo unspecified)	-10.8	5.7%
CC(=O)N/N=C/c1ccc(OCCOc2ccc(Br)cc2)cc1	/	-4.3%
C=COC(=O)CSc1snc(SCC(=O)OC)c1C#N	-2.1	1.8%
CC(C)(C)c1ccc(S(=O)(=O)NCc2ccc(C(=O)N3CCOCC3)cc2)cc1	/	1.0%
NS(=O)(=O)c1ccc(N=Nc2c(-c3ccccc3)[nH]n(-c3nc(-c4ccccc4)cs3)c2=O)cc1	-4.6	1.0%
Cc1ccc(N/N=C2\CC(=O)c3ccccc32)cc1Cl	/	1.8%
CC(=O)c1ccc(COC(=O)c2ccccc2NC(=O)C(C)C)cc1	11.2	-2.0%
COC(=O)c1ccc(/C=N/NC(=O)C(=O)NCC2CCCO2)cc1 (stereo unspecified)	-7.2	7.4%
COc1cc(NC(=O)c2cc(C)on2)cc(OC)c1OC	/	3.5%
CCCOc1nc(C)cc(COC)c1C(N)=O	-0.3	-1.0%
O=c1[nH]c(CN2CCc3ccccc32)nc2scc(-c3cccs3)c12	-17.2	-0.7%
Cc1cc(N2CCCCC2)nc(N2CCCCC2)n1	0.4	-0.4%
COc1ccc(-c2cc(C(N)=O)nc(N3CCCCCC3)n2)cc1	?	0.9%
O=C(NCCc1ccccc1)c1cccs1	5.2	0.2%
CCN(CC)CCCNC(=O)Cc1c(C(=O)O)n(C)c2ccccc12	26.1	1.6%
CCC(C)C(NC(=O)C1CCC(C)CC1)C(=O)NCCCN1CCCCC1CC (stereo unspecified)	-9.0	-1.5%
CSc1ccccc1C(=O)N(C)Cc1ccccc1	-9.4	1.3%
CC1Cc2nc(SCC(=O)N3CCN(c4ccccc4)CC3)n(C)c(=O)c2S1 (stereo unspecified)	-7.8	-5.5%
CC(C)(C)NC(=O)CCN1CCOCC1	2.4	-1.0%
O=C(Nc1ccc(N2CCCCC2)cc1)c1cc([N+](=O)[O-])cc([N+](=O)[O-])c1	-7.7	-7.1%
COC1(OC)C(=N/O)/C(=N\O)CCC1O (stereo unspecified)	/	-0.7%
C/C(=N\NC(=S)Nc1ccc(F)cc1)C1CC1	/	-3.9%
O=C(O)CCSc1ncnc2sc(-c3ccccc3)cc12	10.9	7.6%
O=[N+]([O-])c1ccc(-c2cn3c(n2)CCC3)cc1	3.9	3.1%
CCc1c(C)nc(N)nc1N1N=C1SCC(=O)OC	6.5	1.8%
CCN1C(=O)N(CN2CCOCC2)C2C1N(CN1CCOCC1)C(=O)N2CC (stereo unspecified)	/	-1.1%
COc1cc(Br)cc(CN2CCN(C/C=C/c3ccccc3)CC2)c1O	-6.8	-5.3%
CCOC(=O)C1CCCNC1=O (stereo unspecified)	/	-1.1%
O=C(/C=C/c1cccs1)c1ccc(NC(=O)c2ccccc2F)cc1	-6.2	-3.5%
CC(=O)OC(C)(C)/C=C/C(=O)[C@](C)(O)[C@H]1[C@H](O)C[C@@]2(C)[C@@H]3CC=C4[C@H](C[C@H](O)C(=O)C4(C)C)[C@]3(C)C(=O)C[C@]12C	/	1.4%
Cc1ccc(NC(=O)Cc2c(Cl)cccc2Cl)cc1S(=O)(=O)N(C)C	3.5	-2.9%
CCNC(=O)c1cc(Br)ccc1Cl	-9.4	1.5%
O=C1CN(C(=O)CSc2nc(-c3ccc(Cl)cc3)cs2)c2ccccc2N1	-4.7	-0.9%
CCOC(=O)C1(CCc2ccccc2)CCN(C(=O)CCc2cnccn2)CC1	9.3	7.7%
CCOC(Cn1ccc(=O)[nH]c1=O)OCC	77.6	-10.1%
CC(C)NC(=O)c1cc(=O)n(C)c(=O)n1C	4.0	3.3%
O=C(NC(=S)NNC(=O)c1ccccc1O)c1ccco1	6.5	0.3%
Cn1c(N)c(C(=O)COC(=O)CCC(=O)c2ccc(F)cc2)c(=O)n(C)c1=O	20.6	-1.0%
COc1ccccc1N(CC(O)CN1C(=O)NC(C)(C)C1=O)S(=O)(=O)c1ccc(C)cc1 (stereo unspecified)	2.0	-0.3%
COC(=O)Nc1ccc(=O)n(Cc2c(Cl)cccc2Cl)c1	-3.3	-3.9%
O=C(NNc1c2ccccc2nc2ccccc12)c1cc2ccccc2cc1O	18.5	-1.1%
Cn1c(=O)c(C(=O)NCC2CCCO2)c(O)c2ccccc21 (stereo unspecified)	-4.9	7.4%
CCC(C)NC(=O)C1CCCN(c2nc(C)cc(OC)n2)C1 (stereo unspecified)	/	1.4%
CCc1c(C)nc2ncnn2c1NCCc1ccc(OC)cc1	1.3	0.0%
COCCNC(=O)CNS(=O)(=O)c1ccc2nc(C)sc2c1	/	4.8%
Cc1ccc(/C=N/n2c(-c3ccccn3)n[nH]c2=S)o1	-7.5	-1.9%
Cc1cc(=O)n2[nH]c(COc3ccccc3)nc2n1	-3.3	-0.8%
Cc1nn(C)c(Cl)c1CN1CCN(C2CCCCC2)C(CCO)C1 (stereo unspecified)	-4.8	-3.5%
Cc1c(NC(=O)CC(C)C)c(=O)n(-c2ccccc2)n1C	2.8	-6.0%
COC(=O)CN(c1cccc(OC)c1)S(C)(=O)=O	/	-3.8%
CN(C)S(=O)(=O)Oc1cccc(C(=O)Nc2ccc([N+](=O)[O-])cc2)c1	15.7	2.5%
Cc1cc(C)c2nncn2n1	-10.4	-0.2%
Cc1noc(NS(=O)(=O)c2ccc(NC(=O)c3ccc(OC(C)C)cc3)cc2)c1C	22.0	8.9%
O=C(CCCCCn1c(SCC(=O)c2ccccc2)nc2ccccc2c1=O)NCc1ccco1	/	-1.2%
CCCCc1nnc(NC(=O)C(=O)OCC)s1	-1.2	-0.6%
CCOC(=O)c1[nH]cnc1C(=O)Nc1cccc(OC)c1	8.2	-2.3%
COC(=O)c1cc(NC(=O)Cc2coc3cc(OC)ccc23)cc(C(=O)OC)c1	8.7	4.7%
O=c1oc2ccccc2c(O)c1C=NCc1ccccn1	/	1.3%
COc1cccc(C2C(C(=O)c3sc(C)nc3C)=C(O)C(=O)N2CCN2CCOCC2)c1OC (stereo unspecified)	10.3	-1.8%
COc1cc(CN2CCN(C(=O)c3ccc(-c4ccccc4)cc3)CC2)cc(OC)c1OC	-4.9	-3.0%

Further entries follow.
SMILES	Mtb RmlCD inh	GlmU inhibition
O=C(CCNC(=O)c1ccccc1Cl)Nc1nccs1	-9.8	-3.0%
Cc1ccc(CSc2nnc(-c3ccccn3)n2C)cc1	/	2.3%
CCn1c(CNC(=O)Cc2ccc(OC)cc2)nnc1SCC(=O)Nc1ccc(C(=O)O)cc1	/	-0.5%
NC(=O)c1ccc(-n2nnnc2Oc2ccccc2C(=O)N2CCOCC2)cc1	2.6	0.1%
